# Source: PubChem
# Vif-APOBEC3F blk: qHTS for Inhibitors of Vif-A3F Interactions: qHTS | HeLa A3F-eYFP + Vif (tagged APOBEC3F with the HIV-1 protein that degrades it), YFP fluorescence increase | Potency, µM (series often up to 46.1 µM), inactives show top-dose activity, negative = active | 390,000 tested, 0.2% active | AID 602313, 2012; further: potency means the concentration at half of the fitted maximal effect; % of control where 0% means no effect; nearly all actives have a fitted effect of over 65% in size
#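 Fluorescence increase (Ex 488/Em 500-530) after overnight compound treatment at 37 deg C flags inhibition of Vif-driven A3F-eYFP loss in stable HeLa A3F-eYFP/Vif cells seeded overnight beforehand.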
# D1 ag: Allosteric Agonists of the Human D1 Dopamine Receptor: qHTS | 360,000 tested, 1% active | D(1A) dopamine receptor (Homo sapiens), P21728 | HEK293 T-REx D1 cells, calcium flux, agonist mode | activation, % at 2 µM; in the data active means activation above about 30%; further: 0% is about no effect
#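 Agonism was scored from calcium flux recorded over 180 s (1 read/s) after pintool compound addition, following a 10-cycle baseline. Cells were inducible force-coupled HEK293 TREx D1, plated overnight at 30 C and loaded with no-wash calcium dye.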
# GRP78 ERSR act: qHTS for Inducers of the Endoplasmic Reticulum Stress Response (ERSR) in Human Glioma: qHTS. U87-MG GRP78 promoter luciferase reporter, 16 h. Potency, µM, for the others: top-dose activation, most hits filed as activators. 420,000 tested, 0.02% active. AID 602332, 2012; further: potency means the concentration at half of the fitted maximal effect; series mostly up to about 76 µM; % of control where 0% means no effect; nearly all actives have a fitted effect of over 35% in size
#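 ERSR induction read as luciferase luminescence (Bright-Glo, 10 min at room temperature) in stably transfected human U87-MG glioma cells exposed to compounds for 16 h, using GRP78 as sensor.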
# RXFP1 antag: qHTS Assay for Antagonists of the Relaxin Receptor RXFP1. 350,000 tested, 0.59% active. Relaxin receptor 1 (Homo sapiens), Q9HBX9. HEK293-RXFP1, relaxin-stimulated cAMP HTRF, 30 min; active compounds read low. activity change, negative = inhibition, % at 57.5 µM;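 active means activity change of -60% or lower, but not beyond a set lower limit; inconclusive means change between -60% and -40%, or beyond the set limit; inactive means change above -40%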; further: on the % scale 0 is the no-effect control and ±100 the full control effect
# D1 antag: Antagonist of Human D 1 Dopamine Receptor: qHTS; HEK293 TREx D1 cells, calcium flux, dopamine EC80; active compounds read low; activity change, negative = inhibition, % at 10 µM; 360,000 tested, 3.2% active; in the data active means activity change below about -30%; further: on the % scale 0 is the no-effect control and ±100 the full control effect
#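 Calcium flux readout: force-coupled, inducible Hek293 Trex D1 line, cells induced overnight at 30 C with tetracycline, dye-loaded 30–90 min at RT. Antagonism scored against EC80 dopamine challenge given 180 s after compound.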
# Vif-APOBEC3G blk: qHTS for Inhibitors of Vif-A3G Interactions: qHTS; DNA dC->dU-editing enzyme APOBEC-3G (Homo sapiens), Q9HC16; Potency, µM (titrated, usually from 46.1 µM), without a hit: at the top dose activity, negative = active, actives largely listed as inhibitors; 410,000 tested, 0.076% active; HeLa A3G-eYFP + Vif (tagged APOBEC3G with the HIV-1 protein that degrades it), YFP fluorescence, overnight;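 further: potency means the concentration at half of the fitted maximal effect; on the % scale 0 is the no-effect control and ±100 the full control effect; nearly all actives have a fitted effect of over 60% in size; hits raise eYFP signal because A3G escapes Vif-driven loss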
# Target sequence (Q9HC16 whole entry, looked up): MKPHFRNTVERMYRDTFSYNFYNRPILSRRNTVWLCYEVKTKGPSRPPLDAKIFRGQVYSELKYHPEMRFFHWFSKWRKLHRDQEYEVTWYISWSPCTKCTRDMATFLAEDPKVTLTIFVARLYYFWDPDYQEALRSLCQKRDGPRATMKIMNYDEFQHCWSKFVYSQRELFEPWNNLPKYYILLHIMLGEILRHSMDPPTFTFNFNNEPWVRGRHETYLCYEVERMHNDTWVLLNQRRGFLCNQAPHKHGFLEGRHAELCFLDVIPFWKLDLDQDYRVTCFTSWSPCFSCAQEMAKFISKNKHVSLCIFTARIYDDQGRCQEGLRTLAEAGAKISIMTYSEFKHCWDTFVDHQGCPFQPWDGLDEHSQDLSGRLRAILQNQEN
#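 HeLa cells stably expressing Vif and C-terminally eYFP-tagged A3G, seeded overnight at 37 deg C, then exposed to compound by pintool overnight at 37 deg C. Rise in yellow fluorescence (Ex 488/Em 500-530, Acumen) marks blocked Vif-driven A3G degradation.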
# RXFP1 ag: qHTS Assay for Agonists of the Relaxin Receptor RXFP1; HEK293T-RXFP1 cAMP TR-FRET, 30 min; response scale: percent of porcine relaxin response, buffer zero; Potency, µM (top dose mostly 57.5 µM), inactives show at the top dose activation, most hits filed as activators; 370,000 tested, 0.3% active; further: potency means the concentration at half of the fitted maximal effect; on the % scale 0 is the no-effect control and ±100 the full control effect; nearly all actives have a fitted effect of over 60% in size; many of its hits are not listed in these tables
#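 Agonist response is measured as cAMP accumulation in an RXFP1-transfected HEK293T line under PDE4 inhibition. Values are scaled between buffer-only and 29 nM porcine relaxin, and EC50s come from standard Hill equation fits.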
# D1 potentiator: Potentiators of Human D1 Dopamine Receptor: qHTS | D(1A) dopamine receptor (Homo sapiens), P21728 | 360,000 tested, 0.036% active | HEK293 TREx D1 cells, calcium flux, dopamine EC20 potentiation | potentiation, % at 10 µM; in the data active means potentiation above about 30%; further: 0% is about no effect
# D2 PAM: HTS Assay for Positive Allosteric Modulators of the Human D2 Dopamine Receptor: Primary Screen for Potentiators. HEK293 T-REx D2, calcium flux, EC20 dopamine potentiation. potentiation, % at 10 µM. 340,000 tested, 0.34% active. AID 485347, 2010;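 active means potentiation over 3 SD above the plate norm, cut at about 30% in these data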; further: 0% is about no effect
# Target sequence (P14416 whole entry, looked up): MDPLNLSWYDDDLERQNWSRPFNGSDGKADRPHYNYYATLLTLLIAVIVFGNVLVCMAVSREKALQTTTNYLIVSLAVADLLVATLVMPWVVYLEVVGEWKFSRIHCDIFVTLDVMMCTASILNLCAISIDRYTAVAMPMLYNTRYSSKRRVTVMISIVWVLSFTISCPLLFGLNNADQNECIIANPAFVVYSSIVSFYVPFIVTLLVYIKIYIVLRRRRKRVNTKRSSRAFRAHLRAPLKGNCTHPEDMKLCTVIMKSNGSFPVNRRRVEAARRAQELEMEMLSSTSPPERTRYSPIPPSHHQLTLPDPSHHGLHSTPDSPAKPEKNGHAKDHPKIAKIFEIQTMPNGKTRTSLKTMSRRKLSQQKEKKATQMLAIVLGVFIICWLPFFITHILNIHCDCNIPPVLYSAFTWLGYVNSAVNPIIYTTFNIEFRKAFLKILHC
#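 Potentiation of an EC20 dopamine calcium response measured kinetically over 180 s, after a preceding 180 s compound-only read flagging agonists. Cells: inducible Hek293 Trex D2 line, 4000/well, cultured overnight at 30 C before dye loading.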
# Numbers without * were called inactive; u = inconclusive; x = no result given; & = joins results of further samples. Unless noted, the call rests on the fitted dose curve; in most records, active means well fitted curve in the direction sought with a large enough effect; inconclusive means small, poorly fitted or top-dose-only effect, or another doubt; inactive means no such curve, though single readings can be large; an effect the other way counts as inactive or inconclusive. This is a subset; rates above refer to the full screens.
no.	molecule	Vif-APOBEC3F blk	D2 PAM	D1 potentiator	D1 antag	D1 ag	RXFP1 ag	Vif-APOBEC3G blk	GRP78 ERSR act	RXFP1 antag
1	O=C1OC(/C(=C\Nc2ccccc2)[N+](=O)[O-])c2ccccc21 (stereo not given)	-22%	x	0	25	0	-0.3%	0%	-12%	-32
2	O=C(c1ccc2c(c1)OCO2)N1CCN(C(=O)c2ccco2)CC1	-18%	x	2	-9	1	2.7%	-1%	-7%	-4
3	CCn1c(CNC(=O)COc2ccc(C(C)C)cc2)nnc1SCC(=O)Nc1ccccc1C(C)C	-1%	9	-7	-10	6	1.6%	2%	-2%	16
4	O=S(=O)(NCCS(=O)(=O)N1CCN(c2ccccc2)CC1)c1ccc(F)cc1	-19%	1	-5	-16	7	0.5%	-1%	0%	-75*
5	O=C(Nc1ccccc1C(=O)Nc1ccccc1)c1ccccc1F	-1%	-9	-2	-9	2	u	6%	-6%	3
6	O=C(NCC#CCOCc1ccccc1)c1ccccc1	-4%	5	-3	-6	-1	2.9%	-1%	1%	x
7	Cc1ccc(SC(C)C(=O)NC(N)=O)c(C)c1 (stereo not given)	4%	-5	2	1	0	2.1%	1%	-4%	-3
8	Clc1ccc(CN2C3=NCCCN3c3ccccc32)cc1	3%	6	-9	-60*	72*	0.6%	-1%	-2%	0
9	Cc1ccc(-n2ncc(C(=O)Nc3ccc4c(c3)OCO4)c2C2CCN(C(=O)OC(C)(C)C)CC2)c(C)c1	4%	5	-3	-20	0	0.0%	1%	2%	-39
10	COc1ccc(C(=O)Nc2nc(C)c3cc4c(cc3n2)OCO4)cc1	1%	-1	2	-5	1	u	-1%	-10%	-4
11	COc1ccc(OC)c(C2C3=C(COC3=O)Nc3cc4c(cc32)OCO4)c1 (stereo not given)	13%	-4	-3	5	5	6.5%	-51%	-7%	-6
12	N#CCC(=O)Nc1ccc(C(=O)Nc2cccc(S(N)(=O)=O)c2)cc1	-19%	-1	-5	-17	2	0.2%	0%	-7%	-15
13	CN1C(=O)CC(n2c(CO)nc3ccccc32)C1=O (stereo not given)	x	1	0	-4	3	0.8%	1%	0%	-5
14	O=C(NCCC1=CCCCC1)c1ccc2c(=O)n3c(nc2c1)CCCCC3	1%	x	-2	4	1	2.8%	2%	3%	x
15	CC(=O)NCC1CCCN(C(=O)c2oc3c(F)cccc3c2C)C1 (stereo not given)	13%	-4	2	2	0	-2.0%	0%	0%	2
16	COc1ccc(CC(=O)N/N=C(\C)CC(=O)Nc2cccc(F)c2)cc1	10%	3	-5	-15	3	3.9%	1%	-1%	0
17	CCC1CCC(N2CCN(c3ccccc3F)CC2)CC1 (stereo not given)	-4%	-24	-3	-4	5	0.9%	3%	-1%	-2
18	CCOC(=O)c1sc2ncn(CC(=O)Nc3ccc(OCC)cc3)c(=O)c2c1C	-5%	-6	1	1	0	1.2%	0%	-2%	x
19	COc1ccc2oc(C(=O)OCC(=O)N(C)c3c(N)n(Cc4ccccc4)c(=O)[nH]c3=O)c(C)c2c1	-4%	-10	-2	-2	2	2.8%	0%	0%	-11
20	O/N=C1\CCc2cc(Cl)ccc21	2%	0	-8	-4	3	0.8%	-4%	-1%	-23
21	O=C(CSc1ccc(F)cc1)Nc1ccc(N2CCOCC2)cc1	-10%	3	4	2	1	0.4%	0%	3%	0
22	CC(C)CC(=O)Nc1nc2ccc(S(=O)(=O)N3CCOCC3)cc2s1	-5%	5	-1	17	2	1.0%	u	-5%	-13
23	COc1ccc(C2CC(=O)Nc3c2c(C)nn3-c2nncc(-c3ccc(C)cc3)n2)c(OC)c1OC (stereo not given)	x	6	-1	18	-1	-2.5%	x	x	-2
24	CN(C)c1nc(Cl)cc(N2CCOCC2)n1	-11%	-3	-5	5	1	-0.8%	0%	4%	-2
25	CC(C)C(NC(=O)C(C)N1C(=O)c2ccccc2C1=O)c1ccccc1 (stereo not given)	2%	2	6	4	2	2.2%	1%	-3%	4
26	O=C(CNC(=O)c1ccccc1Br)N/N=C/c1ccco1	0%	3	0	-3	0	-1.2%	3%	0%	18
27	COCc1cc(N2CCCC2)nc(-c2ccccc2)n1	12%	10	8	18	3	-2.3%	-2%	-2%	-8
28	CCCN(CCC)C(=O)C1CCC(CNS(=O)(=O)c2cccc3nsnc23)CC1 (stereo not given)	1%	1	-6	-1	1	8.0%	-3%	-4%	5
29	CNC(=O)C[C@@H]1C(=O)N(c2ccc(Br)cc2)CC1(C)C	4%	x	x	x	x	x	-3%	-3%	-2
30	COc1ccc(C(=O)NCC(=O)N2CCN(c3ncccn3)CC2)cc1OC	-1%	0	-4	-4	3	1.6%	0%	-2%	-1
31	C[C@@H]1C[C@H]2[C@@H]3CCC4=CC(=O)C=C[C@]4(C)[C@@]3(F)[C@@H](O)C[C@]2(C)[C@@]1(O)C(=O)CO	-2%&-2%	7&8	-1&-3	6	-1&2	0.4%&-0.2%	-2%&-2%	-4%&-3%&-3%&-1%	-13
32	O=C(Nc1cc(-c2nc3cc(Cl)ccc3o2)ccc1Cl)c1cccc2ccccc12	u	5	1	-8	-1	1.9%	0%	0%	-7
33	O=C(c1cccc([N+](=O)[O-])c1)N1CCCC(C(=O)N2CCc3ccccc3C2)C1 (stereo not given)	-1%	-9	6	-1	0	-0.1%	0%	-4%	-6
34	N#Cc1ccccc1NC(=O)CSc1cn[nH]n1	7%	16	1	-2	3	-1.2%	3%	-7%	1
35	O=C(Nc1ccc(F)cc1)Nc1cccnc1	1%	5	-7	1	5	0.0%	-1%	7%	1
36	COc1cc(CNCCN2CCOCC2)ccc1OCc1ccccc1Cl	-8%	-7	2	-9	12	0.1%	3%	-2%	3
37	Cc1ccc2[nH]c(=S)cc(C)c2c1	-1%	-8	2	7	0	22%	-2%	-5%	-15
38	CCCc1cc(=O)oc2cc(OCC(=O)N(C)C)c(Cl)cc12	0%	-6	-4	-4	3	2.9%	1%	0%	0
39	S=C(Nc1ccc(Br)cc1)NC1CCCC1	-4%	16	-7	-50*	16	1.8%	4%	1%	-4
40	O=C1NN(c2ccccc2)C(=O)C2C3C=CC(C4CC34)C12 (stereo not given)	0%	-2	3	29	0	-0.6%	-5%	-2%	-2
41	CCCCN(Cc1ccccc1)S(=O)(=O)c1ccc2c(c1)n(C)c(=O)c(=O)n2C	-10%	-12	2	8	8	u	-6%	-3%	1
42	C=CCn1c(CSc2nc3ccccc3s2)nnc1SCC(=O)NCc1cccnc1	x	3	2	-11	4	-0.7%	-3%	-3%	2
43	CCN1CCCC1CNC(=O)c1ccc2c(c1)N(Cc1ccccc1F)C(=O)c1ccccc1S2(=O)=O (stereo not given)	3%	11	-4	20	19	-1.2%	1%	-6%	-100*
44	Cc1nn(CC(=O)NCCCN2CCC(Cc3ccccc3)CC2)c(=O)c2cc(-c3ccccc3)nn12	-1%	-27	-2	-3	-1	3.1%	-1%	1%	-14
45	Cc1ccc(CNC(=O)C2CCN(S(=O)(=O)Cc3ccccc3)CC2)cc1	4%	6	-3	-1	2	0.5%	-4%	-2%	2
46	COc1ccc(NS(=O)(=O)c2ccc(NC(=O)N3CCCC3)cc2)cc1	0%	3	-2	-14	15	1.9%	7%	-5%	0
47	COc1ccc(OC)c(Nc2cc(-c3ccccc3)nc(N)n2)c1	0%	-5	-2	-27	3	1.4%	u	-6%	-1
48	CCOC(=O)c1c(C)[nH]c(C(=O)COC(=O)CSCC(=O)N(CC)CC)c1C	-14%	-4	2	3	9	-0.5%	6%	-3%	-3
